High-throughput results (PubChem)
APEX1 inh: blocks human APE1 abasic DNA cleavage; recombinant APE1, TAMRA/BHQ-2 abasic DNA cleavage fluorescence; Potency, µM (highest dose often 65.8 µM), without a hit: at the top dose activity change, negative = inhibition, most hits filed as inhibitors; 0.35% of 350,000 active; AID 2517;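 also: plate controls were vehicle for no effect and reference inhibitor for full effect; nearly all actives have a fitted effect of over 55% in size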
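Measures dequenching upon AP-site incision of a 5'-TAMRA/3'-BHQ-2 THF-containing duplex, 50 nM; human APE1 0.75 nM after 15 min room-temperature exposure to compound; kinetic three-point read at one-minute spacing.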
Pol kappa inh: DNA polymerase kappa (human) inhibition. purified Pol kappa, fluorescent DNA synthesis assay, 10 min. AID 588579. Potency, µM (doses to about 107 µM), without a hit: top-dose activity, negative = inhibition, hits mostly inhibitors. Q9UBT6. 0.53% of 400,000 active; also: % is scaled to controls: 0 for no effect and ±100 for the full control effect
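Inhibition of 10 nM Pol kappa is measured by a fluorescent read-out at 0 and 10 min following addition of 50 nM substrate (final), with a 15-min room-temperature compound preincubation.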
Pol beta inh: inhibitors of human DNA polymerase beta | P06746 | Pol beta primer extension/strand displacement, fluorescence kinetic | Potency, µM (highest dose often 114 µM), for inactives: at the highest dose activity change, negative = inhibition, actives largely listed as inhibitors | 1.3% of 340,000 active; also: % is scaled to controls: 0 for no effect and ±100 for the full control effect
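Reaction started by 50 nM substrate onto compound-treated Pol beta (10 nM, 15 min preincubation, room temperature); plates read at 0 min and 10 min. Normalized concentration-effect data fitted by four-parameter Hill equation.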
POLH inh: blocks human DNA polymerase eta activity; Q9Y253; recombinant Pol eta, fluorescent DNA replication assay; Potency, µM (doses to about 114 µM), for the others: at the highest dose activity change, negative = inhibition, actives largely listed as inhibitors; 1.2% of 390,000 active; AID 588591; also: % is scaled to controls: 0 for no effect and ±100 for the full control effect
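Pol eta (10 nM) was preincubated with compounds for 15 min at room temperature, after which fluorescent replication substrate (50 nM final) was added to start the reaction. Fluorescence was read kinetically at 0 and 10 min.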
BLM inh: inhibitors of human Bloom syndrome helicase BLM; P54132; recombinant BLM DNA unwinding, fluorescence dequenching; Potency, µM (highest dose often 56.1 µM), for inactives: at the top dose activity change, negative = inhibition, hits mostly inhibitors; 0.2% of 350,000 active; AID 2528;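 also: plate controls were vehicle for no effect and no enzyme for full effect; nearly all actives have a fitted effect of over 35% in size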
Target sequence (P54132 whole entry, looked up): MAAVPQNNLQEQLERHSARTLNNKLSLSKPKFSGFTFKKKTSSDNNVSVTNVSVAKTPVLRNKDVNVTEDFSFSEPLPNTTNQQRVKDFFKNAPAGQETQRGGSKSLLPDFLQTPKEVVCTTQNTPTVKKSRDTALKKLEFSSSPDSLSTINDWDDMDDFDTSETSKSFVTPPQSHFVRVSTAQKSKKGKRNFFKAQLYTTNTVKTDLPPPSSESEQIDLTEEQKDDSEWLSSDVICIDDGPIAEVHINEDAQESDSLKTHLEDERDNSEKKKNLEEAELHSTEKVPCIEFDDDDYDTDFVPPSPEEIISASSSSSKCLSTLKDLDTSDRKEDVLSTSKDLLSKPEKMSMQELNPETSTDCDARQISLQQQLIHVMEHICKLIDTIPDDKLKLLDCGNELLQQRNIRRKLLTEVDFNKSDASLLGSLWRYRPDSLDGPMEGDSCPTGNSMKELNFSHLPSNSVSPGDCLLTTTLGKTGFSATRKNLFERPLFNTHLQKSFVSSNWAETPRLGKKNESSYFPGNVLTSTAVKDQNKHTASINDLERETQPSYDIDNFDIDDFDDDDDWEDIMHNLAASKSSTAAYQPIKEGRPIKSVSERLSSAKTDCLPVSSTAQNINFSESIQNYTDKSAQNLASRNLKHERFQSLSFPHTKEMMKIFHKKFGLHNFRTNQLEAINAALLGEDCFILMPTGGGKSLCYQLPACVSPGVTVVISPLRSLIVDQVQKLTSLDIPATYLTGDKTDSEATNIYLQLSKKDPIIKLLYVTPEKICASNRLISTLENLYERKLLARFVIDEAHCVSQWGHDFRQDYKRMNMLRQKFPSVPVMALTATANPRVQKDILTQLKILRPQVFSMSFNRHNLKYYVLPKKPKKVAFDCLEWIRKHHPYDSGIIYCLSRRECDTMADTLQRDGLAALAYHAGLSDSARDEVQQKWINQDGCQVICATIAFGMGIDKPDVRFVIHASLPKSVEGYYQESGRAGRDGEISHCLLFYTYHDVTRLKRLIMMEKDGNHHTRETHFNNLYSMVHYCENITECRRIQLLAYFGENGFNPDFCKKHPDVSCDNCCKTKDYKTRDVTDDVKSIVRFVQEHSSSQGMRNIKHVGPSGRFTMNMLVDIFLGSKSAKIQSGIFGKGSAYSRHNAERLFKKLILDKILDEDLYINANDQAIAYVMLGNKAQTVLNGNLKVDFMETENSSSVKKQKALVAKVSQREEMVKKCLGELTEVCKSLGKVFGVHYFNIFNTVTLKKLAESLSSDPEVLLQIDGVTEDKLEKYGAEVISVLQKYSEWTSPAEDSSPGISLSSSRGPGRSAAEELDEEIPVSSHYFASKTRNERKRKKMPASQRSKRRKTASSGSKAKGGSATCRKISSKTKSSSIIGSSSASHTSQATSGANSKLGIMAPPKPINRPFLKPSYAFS
Apoferritin bind: binds horse apoferritin like a general anesthetic; 0.074% of 350,000 active; Potency, µM (series often up to 77.5 µM), inactives show top-dose activity change, negative = displacement, actives largely listed as inhibitors; apoferritin/1-aminoanthracene competitive binding, fluorescence; also: % is scaled to controls: 0 for no effect and ±100 for the full control effect; nearly all actives have a fitted effect of over 20% in size
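Read-out: endpoint 1-AMA fluorescence, excitation 380 nm and emission 535 nm, after compounds sit 10 min at room temperature with 10 uM horse-spleen apoferritin in 50% saturated 1-AMA/PBS. Values come from four-parameter Hill fits.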
BAZ2B block: inhibitors of human BAZ2B bromodomain. 4.4% of 360,000 active. Q9UIF8. Potency, µM (doses to about 114 µM), for the others: top-dose activity change, negative = inhibition, most hits filed as inhibitors. AlphaScreen BAZ2B-H3K14Ac peptide displacement. AID 504333; also: % is scaled to controls: 0 for no effect and ±100 for the full control effect; nearly all actives have a fitted effect of over 60% in size
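AlphaScreen luminescence quantifies BAZ2B engagement of H3K14Ac peptide; the protein and biotinylated peptide are both at 50 nM final, buffer PBS pH 7.4 with 0.01% Tween-20, all steps at room temperature.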
G9a inh: blocks human histone lysine methyltransferase G9a | 8.8% of 350,000 active | G9a H3K9 monomethylation, AlphaScreen, 2 h | Potency, µM (highest dose often 102 µM), for inactives: at the highest dose activity, negative = inhibition, hits mostly inhibitors; also: % is scaled to controls: 0 for no effect and ±100 for the full control effect; nearly all actives have a fitted effect of over 75% in size
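Step 1: enzyme (final 20 nM) with compound, 15 min RT. Step 2: substrate peptide 500 nM and SAM 20 uM, 2 h RT. Step 3: anti-H3K9me1 antibody and AlphaScreen beads, 10 min, then plate read.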
POLI inh: inhibitors of human DNA polymerase iota; Q9UNA4; Pol iota fluorescent replication assay, 10 min; Potency, µM (series often up to 115 µM), without a hit: at the top dose activity, negative = inhibition, actives largely listed as inhibitors; 1% of 390,000 active
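Fluorescent replication assay read twice, at 0 min and 10 min after adding 50 nM (final) substrate. Enzyme (10 nM) and compounds were first incubated 15 min at room temperature; enzyme-free buffer wells were negative controls.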
Active calls of the source: *; & = joins results of further samples; [ ] = remark or other dose. Calls follow the shape of the dose curve; as a rule, active = well fitted curve in the direction sought with a large enough effect; inconclusive = small, poorly fitted or top-dose-only effect, or another doubt; inactive = no such curve, though single readings can be large; an effect the other way counts as inactive or inconclusive. Potency is read from the fitted curve at half-maximal effect.

`CN1CCC(N(C)S(=O)(=O)c2ccc(NC(=O)COc3ccc(Cl)cc3)cc2)CC1` gave APEX1 inh 20%, Pol kappa inh -3%, POLH inh -21%, BAZ2B block 0%, G9a inh 16%[12.7 µM] and POLI inh 38%[activator].
CCNC(=S)NNC(=O)c1csc(C(C)C)c1 was read as APEX1 inh 3%, Pol kappa inh -6%, Pol beta inh 6%, POLH inh -16%, BLM inh -1%, Apoferritin bind -3%, BAZ2B block 32%[activator], G9a inh -38%[59 µM] and POLI inh -5%.
Screening CC(C)c1ccc(S(=O)(=O)N2CCN(C(=O)C3CC3C)CC2)cc1 (stereo unspecified) returned APEX1 inh 12%, Pol kappa inh 0%, POLH inh inconclusive, BAZ2B block -4%, G9a inh 0% and POLI inh 29%.
Screening OCCNCc1cccc(Br)c1 returned APEX1 inh 3%, Pol kappa inh 2%, Pol beta inh -2%, POLH inh -16%, BLM inh 4%, Apoferritin bind -7%, BAZ2B block -2% and POLI inh 66%[activator].
COC(=O)C(NC(=O)CCc1nnc2ccc(N3CCCCC3)nn12)C(C)C (stereo unspecified) was read as APEX1 inh 15%, Pol kappa inh -9%, Pol beta inh 55%, POLH inh -11%, BLM inh 0%, Apoferritin bind -4%, BAZ2B block 5%, G9a inh 24% and POLI inh 65%[activator].
O=C(c1ccc2c(c1)N(Cc1ccccc1F)C(=O)c1ccccc1S2(=O)=O)N1CCN(c2ccccn2)CC1 was read as Pol kappa inh -17%, Pol beta inh 0%, POLH inh -8%, BLM inh -7%, Apoferritin bind -5%, BAZ2B block -16%, G9a inh -40%[59 µM] and POLI inh 2%.
For COCCCN(C(=O)Cn1ncc2c(=O)oc3ccc(C)cc3c21)C(C)c1ccncc1 (stereo unspecified) the results were APEX1 inh -1%, Pol kappa inh 10%, Pol beta inh -1%, POLH inh -3%, BLM inh -7%, Apoferritin bind -9%, BAZ2B block -1%, G9a inh 13%[59 µM] and POLI inh 15%.
Cc1n[nH]c(C)c1CCNC(=O)C1CCC(=O)N(CCc2cccc(F)c2)C1 (stereo unspecified) was read as APEX1 inh -19%, Pol kappa inh -22%, Pol beta inh 11%, POLH inh -7%, BLM inh 0%, Apoferritin bind -3%, BAZ2B block 3%, G9a inh 11%[0.501 µM] and POLI inh 2%.
`COc1ccc(NC(=O)c2ccc3c(c2)C(=O)N(CC2CCCO2)C3=O)cc1O` (stereo unspecified) gave APEX1 inh 39%, Pol kappa inh -15%, Pol beta inh -14%, POLH inh -6%, BLM inh -5%, Apoferritin bind inconclusive, BAZ2B block -3%, G9a inh -7% and POLI inh 14%.
`O=C1CC(c2ccc(S(=O)(=O)N3CCCCC3)cc2)CN1` (stereo unspecified) gave APEX1 inh -2%, Pol kappa inh -1%, Pol beta inh 1%, POLH inh -13%, BLM inh 1%, Apoferritin bind -7%, BAZ2B block -7%, G9a inh -3%[59 µM] and POLI inh 9%.
Screening CC1(C)CC(=O)C(C=NCCO)=C(O)C1 returned APEX1 inh 2%, Pol kappa inh 0%, Pol beta inh 8%, POLH inh -14%, BLM inh -8%, Apoferritin bind -8%, BAZ2B block 1%, G9a inh 35%[12.7 µM] and POLI inh -7%.
`CCOC(=O)NCc1ccc2[nH]c(C)cc2c1` gave APEX1 inh 26%, Pol kappa inh -24%, Pol beta inh 9%, POLH inh -5%, BLM inh -1%, Apoferritin bind inconclusive, BAZ2B block -37%, G9a inh inconclusive and POLI inh inconclusive.
Screening CC(=O)Nc1ccc(C=NNc2ccc([N+](=O)[O-])cc2S(=O)(=O)Nc2ccccc2C(=O)O)cc1 returned APEX1 inh inconclusive, Pol kappa inh -43%, POLH inh 50µM* and POLI inh inconclusive.
O=C(CCC(=O)N1CCOc2ccccc21)N1CCOCC1 was read as APEX1 inh 17%, Pol kappa inh -4%, Pol beta inh -1%, POLH inh -16%, BLM inh 1%, Apoferritin bind -6%, BAZ2B block 10% and POLI inh 0%.
`CN1CCN(C(CNC(=O)C(=O)Nc2ccc(F)cc2)c2cccnc2)CC1` (stereo unspecified) gave Pol kappa inh -1%, Pol beta inh -13%, POLH inh -7%, BLM inh -8%, Apoferritin bind 0%, BAZ2B block -15%, G9a inh -21%[59 µM] and POLI inh 40%[activator].
For CCOC(=O)C1CCN(C(=O)c2ccc(NC(=O)C3CCCO3)cc2)CC1 (stereo unspecified) the results were APEX1 inh 23%, Pol kappa inh -4%, Pol beta inh -1%, POLH inh 4%, BLM inh 7%, Apoferritin bind 4%, BAZ2B block -7%, G9a inh 0%[59 µM] and POLI inh 27%.
For O=C1Cc2cc(S(=O)(=O)N3CCN(c4ccccc4)CC3)ccc2N1 the results were APEX1 inh 61%[activator], Pol kappa inh -22%&-12%, Pol beta inh 5%&22%, POLH inh -4%&-4%, BLM inh 1%&-1%, Apoferritin bind -15%&-23%, BAZ2B block -27%, G9a inh inconclusive and POLI inh 45%&25%[activator].
Screening Cc1cc(NC(=O)C(C)SCC(=O)OC(C)C(=O)Nc2ccc(F)cc2Cl)no1 (stereo unspecified) returned APEX1 inh 29%, Pol kappa inh -9%, POLH inh -15%, BAZ2B block 7%, G9a inh inconclusive and POLI inh 18%.
For COc1ccc(CN(C2CCCC2)S(=O)(=O)c2ccc(-n3cnnn3)c(OC)c2)cc1OC the results were APEX1 inh -6%, Pol kappa inh -15%, Pol beta inh -4%, POLH inh -10%, BLM inh -4%, Apoferritin bind -10%, BAZ2B block -1%, G9a inh -35%[59 µM] and POLI inh 8%.
For CC(OC(=O)CNC(=O)C1CCCCC1)C(=O)NCc1ccccc1 (stereo unspecified) the results were APEX1 inh -4%, Pol kappa inh 7%, POLH inh -22% and POLI inh 4%.
CC1(C)CC(=O)/C(=C\c2cccc([N+](=O)[O-])c2)C(C)(C)N1 was read as APEX1 inh 4%, Pol kappa inh 5%, Pol beta inh 12%, POLH inh -13%, BLM inh 0%, Apoferritin bind -17%, BAZ2B block -20%, G9a inh inconclusive and POLI inh inconclusive.
`C/C(CC(=O)Nc1ccccc1C#N)=N\NC(=O)c1ccncc1` gave APEX1 inh -13%, Pol kappa inh -9%, Pol beta inh 56%, POLH inh -22%, BLM inh 1%, Apoferritin bind -4%, BAZ2B block -13%, G9a inh 17% and POLI inh 125%[activator].
CCCC[C@]12Cc3cc(OC)c(OC)cc3C(O1)c1c(cc(-c3ccccc3)oc1=O)O2 was read as APEX1 inh -19%[12.4 µM], Pol beta inh 10%[22.9 µM], BLM inh -16%[12.4 µM], Apoferritin bind inconclusive and BAZ2B block -39%[22.9 µM].
For CC(C)c1ccc2occ(CC(=O)Nc3cccc(C(F)(F)F)c3)c2c1 the results were Pol kappa inh 0%, Pol beta inh -17%, POLH inh -25%, BLM inh -16%, Apoferritin bind 0%, BAZ2B block 1%, G9a inh 26%[59 µM] and POLI inh 11%.
`CC(C)(Oc1ccc(Cl)cc1)C(=O)NCc1ccncc1` gave APEX1 inh -2%, Pol kappa inh 4%, Pol beta inh -2%, POLH inh -11%, BLM inh -2%, Apoferritin bind 0%, BAZ2B block 6%, G9a inh inconclusive and POLI inh 20%.
For C=C(C)c1cccc(C(C)(C)NC(=O)Nc2nncs2)c1 the results were APEX1 inh 8%, Pol kappa inh -14%, Pol beta inh -9%, POLH inh 3%, BLM inh -3%, Apoferritin bind 0%, BAZ2B block -17%, G9a inh -2% and POLI inh 24%.
Screening CN1C(=O)c2ccccc2N(C)C1c1ccc(F)cc1 (stereo unspecified) returned APEX1 inh 1%, Pol kappa inh -2%, Pol beta inh -17%, POLH inh -21%, BLM inh -7%, Apoferritin bind 163%[activator], BAZ2B block -19%, G9a inh inconclusive and POLI inh 151%[activator].
For COc1ccc(OCC(=O)N2CCN(C(=O)c3cc(OC)c(OC)c(OC)c3)CC2)cc1 the results were Pol kappa inh 3%, Pol beta inh 1%, POLH inh -14%, BLM inh 1%, Apoferritin bind -4%, BAZ2B block 2%, G9a inh -38%[59 µM] and POLI inh 8%.
For COc1ccc(Cc2nc3c4cnn(-c5ccccc5F)c4ncn3n2)cc1 the results were Pol kappa inh -2%, Pol beta inh 1%, BLM inh -1%, Apoferritin bind -11%, BAZ2B block -1%, G9a inh -5%[59 µM] and POLI inh 7%.
Cc1ccc(NS(=O)(=O)c2ccc(-c3coc(C)n3)cc2)c(C)c1 was read as APEX1 inh 2%, Pol kappa inh 3%, Pol beta inh 69%, POLH inh 2%, BLM inh -3%, Apoferritin bind -7%, BAZ2B block -23%[57.1 µM], G9a inh -6% and POLI inh 10%.

Some of these compounds in order of SMILES length, low to high.
Screening CN1C(=O)c2ccccc2N(C)C1c1ccc(F)cc1 (stereo unspecified) returned APEX1 inh 1%, Pol kappa inh -2%, Pol beta inh -17%, POLH inh -21%, BLM inh -7%, Apoferritin bind 163%[activator], BAZ2B block -19%, G9a inh inconclusive and POLI inh 151%[activator].
`C/C(CC(=O)Nc1ccccc1C#N)=N\NC(=O)c1ccncc1` gave APEX1 inh -13%, Pol kappa inh -9%, Pol beta inh 56%, POLH inh -22%, BLM inh 1%, Apoferritin bind -4%, BAZ2B block -13%, G9a inh 17% and POLI inh 125%[activator].
For COc1ccc(Cc2nc3c4cnn(-c5ccccc5F)c4ncn3n2)cc1 the results were Pol kappa inh -2%, Pol beta inh 1%, BLM inh -1%, Apoferritin bind -11%, BAZ2B block -1%, G9a inh -5%[59 µM] and POLI inh 7%.
For CC(C)c1ccc2occ(CC(=O)Nc3cccc(C(F)(F)F)c3)c2c1 the results were Pol kappa inh 0%, Pol beta inh -17%, POLH inh -25%, BLM inh -16%, Apoferritin bind 0%, BAZ2B block 1%, G9a inh 26%[59 µM] and POLI inh 11%.
CCCC[C@]12Cc3cc(OC)c(OC)cc3C(O1)c1c(cc(-c3ccccc3)oc1=O)O2 was read as APEX1 inh -19%[12.4 µM], Pol beta inh 10%[22.9 µM], BLM inh -16%[12.4 µM], Apoferritin bind inconclusive and BAZ2B block -39%[22.9 µM].

An excerpt; the hit share may differ from the screen's.
